CBFb RUNX1 block = inhibitors of human CBF-beta and RUNX1 interaction; Potency, µM (series often up to 59.8 µM), without a hit: at the highest dose activity, negative = inhibition, hits mostly inhibitors; 230,000 tested, under 10 active; Q01196+Q13951; AlphaScreen CBFb-His/RUNX1-biotin binding, biochemical; further: % of control where 0% means no effect
Target sequence (Q01196 whole entry, looked up): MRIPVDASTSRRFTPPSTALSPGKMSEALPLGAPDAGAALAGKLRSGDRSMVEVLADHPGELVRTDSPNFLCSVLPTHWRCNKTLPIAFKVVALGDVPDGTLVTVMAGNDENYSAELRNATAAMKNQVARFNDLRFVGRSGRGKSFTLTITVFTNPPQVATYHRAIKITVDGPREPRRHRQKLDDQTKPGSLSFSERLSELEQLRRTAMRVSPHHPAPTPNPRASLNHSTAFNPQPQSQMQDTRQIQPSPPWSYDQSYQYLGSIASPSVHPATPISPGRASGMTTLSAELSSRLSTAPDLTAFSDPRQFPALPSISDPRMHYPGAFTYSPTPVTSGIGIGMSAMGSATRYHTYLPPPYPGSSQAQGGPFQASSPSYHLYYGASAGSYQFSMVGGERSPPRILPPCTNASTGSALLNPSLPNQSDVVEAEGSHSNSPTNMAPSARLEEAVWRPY
Target sequence (Q13951 whole entry, looked up): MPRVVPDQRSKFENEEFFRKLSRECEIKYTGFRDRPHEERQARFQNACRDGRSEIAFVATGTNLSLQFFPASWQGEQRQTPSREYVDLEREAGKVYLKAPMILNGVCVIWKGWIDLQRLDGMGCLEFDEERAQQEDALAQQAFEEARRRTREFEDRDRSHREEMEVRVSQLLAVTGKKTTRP
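Bead-based AlphaScreen assay; binding partners His-tagged CBF-beta and biotinylated RUNX1 at 30 nM each. Compound exposure 15 min after a 20-min protein preincubation; bead step 90 min; all steps at room temperature.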
Tau fluor counter = counter-screen for tau fibril formation inhibitors; AID 1463; tau K18 P301L Alexa594 fluorescence, heparin fibrillization; 280,000 compounds, 0.93% hits; Potency, µM (doses to about 57.7 µM), inactives show at the highest dose activity change, negative = decrease; further: potency means the concentration at half of the fitted maximal effect; on the % scale 0 is the no-effect control and ±100 the full control effect; nearly all actives have a fitted effect of over 55% in size
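Human tau K18 P301L (15 uM unlabeled, 0.24 uM Alexa 594-labeled) in 100 mM sodium acetate pH 7 with 20 uM heparin, 6 hr at 37 C. ThT 30 uM added, 1 hr ambient; Alexa 594 FP and total fluorescence read at 555/632 nm.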
GLA spleen mod = alpha-galactosidase A (human) modulation. human spleen homogenate, 4MU-alpha-Gal fluorescence, 40 min. Potency, µM (doses to about 80 µM), for inactives: top-dose activity change, negative = inhibition, actives largely listed as inhibitors. 240,000 compounds, 0.008% hits;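 further: potency means the concentration at half of the fitted maximal effect; 0% = enzyme with vehicle and -100% = no enzyme basal signal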
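Inhibition or activation of alpha-galactosidase in human spleen homogenate is scored by 4-MU fluorescence after 40 min at 37C, pH 5.0, with 1 mM substrate. AC50s come from concentration-response fitted to the Hill equation.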
NPSR antagonist = blocks cAMP signaling of the human neuropeptide S receptor; AID 1461; 220,000 compounds, 1% hits; Q6W5P4; CHO-NPSR cells, cAMP TR-FRET, antagonist mode; Potency, µM (top dose mostly 38.3 µM), without a hit: top-dose activity change, negative = inhibition, usual class: inhibitors; further: potency means the concentration at half of the fitted maximal effect; on the % scale 0 is the no-effect control and ±100 the full control effect; nearly all actives have a fitted effect of over 50% in size; many of its hits are not listed in these tables
Target sequence (Q6W5P4 whole entry, looked up): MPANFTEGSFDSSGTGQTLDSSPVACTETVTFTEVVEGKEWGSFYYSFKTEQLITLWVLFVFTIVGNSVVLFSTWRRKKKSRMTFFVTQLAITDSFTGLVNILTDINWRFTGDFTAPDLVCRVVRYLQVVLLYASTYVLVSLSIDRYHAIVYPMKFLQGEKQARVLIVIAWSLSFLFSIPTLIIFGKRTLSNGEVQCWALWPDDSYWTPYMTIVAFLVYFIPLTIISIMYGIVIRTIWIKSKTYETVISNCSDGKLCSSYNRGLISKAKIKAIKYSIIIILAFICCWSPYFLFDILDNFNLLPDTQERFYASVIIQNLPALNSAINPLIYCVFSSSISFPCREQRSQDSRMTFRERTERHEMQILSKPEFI
Epigenetic reg = derepresses silenced GFP reporter in murine cells | murine LDR cells, GFP reporter derepression, 30 h | Potency, µM (highest dose often 53.9 µM), inactives show at the highest dose GFP activation, most hits filed as activators | AID 1865 | 280,000 compounds, 0.2% hits; further: potency means the concentration at half of the fitted maximal effect; % of control where 0% means no effect; nearly all actives have a fitted effect of over 60% in size
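Derepression of a silenced CMV-GFP reporter in murine LDR cells is scored by enumerating GFP-positive cells with a laser-scanning microplate cytometer after 30 hours of treatment at 37 C.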
Tau FP inhib = tau fibrillization inhibition (FP) | K18 P301L tau heparin fibrillization, Alexa594 FP, 6 h | AID 1468 | P10636 | Potency, µM (highest dose often 57.7 µM), inactives show top-dose activity, negative = inhibition, actives largely listed as inhibitors | 280,000 compounds, 0.39% hits; further: potency means the concentration at half of the fitted maximal effect; on the % scale 0 is the no-effect control and ±100 the full control effect; nearly all actives have a fitted effect of over 55% in size
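K18 P301L tau (15 uM unlabeled/0.24 uM Alexa 594-labeled, final) + compound + heparin 20 uM final; 100 mM NaOAc pH 7; 6 hr 37 C; ThT 30 uM final added, 1 hr RT; FP ex 555/em 632 nm.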
TRb-SRC2 inh = disrupts binding of human TR beta to SRC2; P10828; TRbeta-SRC2 peptide binding, fluorescence polarization; receptor liganded with 1 µM T3; Potency, µM (titrated, usually from 106 µM), without a hit: at the top dose activity change, negative = inhibition, hits mostly inhibitors; 280,000 compounds, 0.065% hits;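 further: potency means the concentration at half of the fitted maximal effect; plate controls were bound peptide for no effect and peptide without receptor for full effect; nearly all actives have a fitted effect of over 50% in size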
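Compounds were added to 0.6 uM TRb ligand-binding domain and 20 nM Texas Red-labeled SRC2 peptide in Tris buffer containing 1 uM T3, incubated 5 hr at ambient temperature, then read by fluorescence polarization.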
TexasRed fluor = Texas Red fluorescence interference in TRb-SRC2 counter-screen. TRb/SRC2 Texas Red total fluorescence interference. Potency, µM (titrated, usually from 106 µM), for inactives: at the top dose fluorescence change, negative = quenching. 280,000 compounds, 0.29% hits; active means well fitted curve in either direction with a large enough effect; inconclusive means small, poorly fitted or top-dose-only effect; further: potency means the concentration at half of the fitted maximal effect; on the % scale 0 is the no-effect control and ±100 the full control effect
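Human TRβ ligand-binding domain (0.6 uM) and Texas Red SRC2 peptide (20 nM) in Tris buffer with 1 uM T3 and 5% DMSO were incubated with pinned compound for 5 hr at ambient temperature. Total fluorescence was computed as S + 2P (555/632 nm).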
Active calls of the source: *; & = joins results of further samples; [ ] = dose if it differs, or a comment. Unless noted, the call rests on the fitted dose curve; in most records, active means well fitted curve in the direction sought with a large enough effect; inconclusive means small, poorly fitted or top-dose-only effect, or another doubt; inactive means no such curve, though single readings can be large; an effect the other way counts as inactive or inconclusive. The list is partial, so the mix of outcomes need not match the whole.

O=C(CN1CCOCC1)Nc1ccccc1Cl was read as CBFb RUNX1 block -2%, Tau fluor counter -2%, GLA spleen mod 8%, NPSR antagonist -11%[46.1 µM], Epigenetic reg 0.7%, Tau FP inhib 5%, TRb-SRC2 inh -2% and TexasRed fluor -1%.
For CCc1cc(C(N)=S)ccn1 the results were CBFb RUNX1 block -1%, Tau fluor counter -6%&-6%, GLA spleen mod 15%, NPSR antagonist 14%, Epigenetic reg 1.3%, Tau FP inhib -2%&4%, TRb-SRC2 inh -6%[201 µM] and TexasRed fluor 4%[201 µM].
Screening O=C(O)c1ccc(NS(=O)(=O)c2ccc3c(c2)OCCCO3)cc1 returned CBFb RUNX1 block -17%, Tau fluor counter -1%, GLA spleen mod -6%, NPSR antagonist 10%, Epigenetic reg -3.4%, Tau FP inhib -7%, TRb-SRC2 inh -2% and TexasRed fluor 0%.
Screening CCn1c(/C=C/c2c(C)[nH]c3ccccc23)nc2ccccc2c1=O returned CBFb RUNX1 block 0%, Tau fluor counter -23%, GLA spleen mod -4%, NPSR antagonist -2%, Epigenetic reg inconclusive, Tau FP inhib 12%, TRb-SRC2 inh -2% and TexasRed fluor 4%.
For Cc1ccc(NC(=O)c2cc(S(=O)(=O)N3CCc4ccccc43)ccc2F)cc1Cl the results were Tau fluor counter -27%, Epigenetic reg 0.8%, Tau FP inhib inconclusive, TRb-SRC2 inh 1% and TexasRed fluor -3%.
Screening Cc1ccc(N2CN=c3s/c(=C\c4ccccn4)c(=O)n3C2)cc1 returned CBFb RUNX1 block 6%, Tau fluor counter -4%, GLA spleen mod -7%, NPSR antagonist -12%[46.1 µM], Epigenetic reg 0.0%, Tau FP inhib 4%, TRb-SRC2 inh -4% and TexasRed fluor -4%.
Screening CCCCCn1c(=O)[nH]c2cc(C(=O)NCc3ccc(OC)cc3)ccc2c1=O returned Tau fluor counter -6%, Epigenetic reg 0.3%, Tau FP inhib inconclusive, TRb-SRC2 inh 1% and TexasRed fluor -2%.
`CCOc1ccc(N(CC(=O)N2CCC(Cc3ccccc3)CC2)S(C)(=O)=O)cc1` gave CBFb RUNX1 block 0%, Tau fluor counter 3%[2.34 µM], GLA spleen mod -7%, NPSR antagonist 8%, Epigenetic reg -0.1%, Tau FP inhib -13%, TRb-SRC2 inh -3% and TexasRed fluor -11%.
O=C(Nc1ccccc1)Nc1ccccc1 was read as CBFb RUNX1 block 6%, Tau fluor counter -22%, GLA spleen mod 8%&2%, Epigenetic reg 1.3%, Tau FP inhib -1%, TRb-SRC2 inh 4%&7% and TexasRed fluor 0%&-1%.
COC(=O)c1c(C)[nH]c(C(=O)OCC(=O)NC(C)(C)C)c1C was read as CBFb RUNX1 block 0%, Tau fluor counter -6%, GLA spleen mod 1%, NPSR antagonist 1%, Epigenetic reg -1.5%, Tau FP inhib -2%, TRb-SRC2 inh 4% and TexasRed fluor -1%.
For O=C(NCCSc1c(-c2ccccc2)[nH]c2ccccc12)c1cc2ccccc2oc1=O the results were CBFb RUNX1 block -12%[2.36 µM], Tau fluor counter 7.1µM*[quencher], GLA spleen mod -12%, NPSR antagonist -23%, Epigenetic reg -0.3%, Tau FP inhib -12%, TRb-SRC2 inh 4% and TexasRed fluor -2%.
For O=C(c1cnc2n(c1=O)CCS2)N1CCCc2ccccc21 the results were CBFb RUNX1 block -1%, Tau fluor counter 1%, GLA spleen mod 1%, NPSR antagonist 0%[46.1 µM], Epigenetic reg 0.0%, Tau FP inhib 2%, TRb-SRC2 inh -8% and TexasRed fluor 5%.
For CCC(C)NC(=O)Nc1ccc(C)cc1C (stereo unspecified) the results were CBFb RUNX1 block 4%, Tau fluor counter 2%, GLA spleen mod 2%, NPSR antagonist -4%, Epigenetic reg 2.1%, Tau FP inhib -3%, TRb-SRC2 inh 3% and TexasRed fluor 0%.
CC1(C)CC2(CCO1)OC(=O)CC2C(=O)Nc1ccc(Cl)cc1[N+](=O)[O-] (stereo unspecified) was read as CBFb RUNX1 block 4%, Tau fluor counter -9%, GLA spleen mod 0%, NPSR antagonist 11%[7.67 µM], Epigenetic reg 2.5%, Tau FP inhib -7%, TRb-SRC2 inh -7% and TexasRed fluor -1%.
For CC(=O)N1CCN(C(=S)c2ccc(-c3ccc(Cl)cc3)o2)CC1 the results were CBFb RUNX1 block -21%, Tau fluor counter -13%, GLA spleen mod -2%, NPSR antagonist -15%[46.1 µM], Epigenetic reg -1.0%, Tau FP inhib 1%, TRb-SRC2 inh 3% and TexasRed fluor -3%.
`Cc1ccc(-n2c([S-])c(C(=O)NC(C)c3ccccc3)[n+]3ccccc23)cc1` (stereo unspecified) gave CBFb RUNX1 block -1%, Tau fluor counter -6%, GLA spleen mod -5%, NPSR antagonist -51%, Epigenetic reg -0.2%, Tau FP inhib 3%, TRb-SRC2 inh -4% and TexasRed fluor -1%.
Screening Cc1ccc(-c2cc(NC(=O)COc3ccc(Cl)cc3C)on2)cc1 returned Tau fluor counter -9%, Epigenetic reg 0.0%, Tau FP inhib -13%, TRb-SRC2 inh 1% and TexasRed fluor -13%.
For O=C(NC(Nc1cc(C(F)(F)F)ccc1Cl)C(=O)c1ccccc1)c1ccccc1 (stereo unspecified) the results were CBFb RUNX1 block 6%, Tau fluor counter -15%, GLA spleen mod -9%, NPSR antagonist -29%[46.1 µM], Epigenetic reg 1.1%, Tau FP inhib inconclusive, TRb-SRC2 inh 7% and TexasRed fluor -5%.
Cc1nc2ccccc2c2c1C(=O)N(Cc1cccnc1)C2=O was read as CBFb RUNX1 block 2%, Tau fluor counter -3%, GLA spleen mod -4%, NPSR antagonist -17%[46.1 µM], Epigenetic reg 0.1%, Tau FP inhib 0%, TRb-SRC2 inh -2% and TexasRed fluor -1%.
Cc1ccccc1NCC(=O)N/N=C\c1ccc([N+](=O)[O-])s1 was read as CBFb RUNX1 block inconclusive, Tau fluor counter inconclusive, GLA spleen mod -6%, NPSR antagonist -41%, Epigenetic reg 2.8%, Tau FP inhib 4%, TRb-SRC2 inh -10% and TexasRed fluor -4%.
Cc1ncn2cc(-c3ccc(Cl)cc3Cl)[nH]c(=O)c12 was read as CBFb RUNX1 block 5%, Tau fluor counter 5%, GLA spleen mod 1%, NPSR antagonist 24%, Epigenetic reg 0.2%, Tau FP inhib -4%, TRb-SRC2 inh -4% and TexasRed fluor -2%.
Screening Cc1ccc2oc(=O)n(CCNC(=O)Nc3ccccc3C)c2c1 returned Tau fluor counter -7%, Epigenetic reg -0.9%, Tau FP inhib -3%, TRb-SRC2 inh -5% and TexasRed fluor 1%.
Screening COCCNC(=O)CSc1nc2cc3c(cc2c(=O)n1CCCC(=O)NCc1ccc(OC)cc1)OCO3 returned CBFb RUNX1 block 8%, Tau fluor counter -11%&-5%, GLA spleen mod 5%, NPSR antagonist 28%, Epigenetic reg 2.8%&-1.3%, Tau FP inhib 1%&-9%, TRb-SRC2 inh 6%&-2% and TexasRed fluor -2%&-3%.
Screening Cc1nc(Nc2cccc(C(C)O)c2)c2nnn(Cc3ccc(F)cc3)c2n1 (stereo unspecified) returned CBFb RUNX1 block 3%, Tau fluor counter -3%, GLA spleen mod 6%, NPSR antagonist -11%, Epigenetic reg -1.1%, Tau FP inhib -4%, TRb-SRC2 inh 3% and TexasRed fluor 2%.
Screening C=CCn1c(SCC(=O)c2c(N)n(CCC)c(=O)n(C)c2=O)nnc1-c1ccncc1 returned CBFb RUNX1 block -12%, Tau fluor counter -5%, GLA spleen mod -3%, NPSR antagonist 11%, Epigenetic reg -1.4%, Tau FP inhib -2%, TRb-SRC2 inh 0% and TexasRed fluor 0%.
For CC1(C)Cc2ccccc2C(N/N=C/c2ccc([N+](=O)[O-])cc2)=N1 the results were CBFb RUNX1 block -12%, Tau fluor counter -18%, GLA spleen mod 0%, NPSR antagonist -10%, Epigenetic reg 0.1%, Tau FP inhib -5%, TRb-SRC2 inh -7% and TexasRed fluor 1%.
Screening C/C(=N\Nc1nc(C)c(C)s1)c1ccc([N+](=O)[O-])cc1 returned CBFb RUNX1 block -19%, Tau fluor counter inconclusive, GLA spleen mod 8%, NPSR antagonist 10%, Epigenetic reg 1.1%, Tau FP inhib 9%, TRb-SRC2 inh 5% and TexasRed fluor -4%.
`COCCn1c(=NC(C)=O)sc2cc([N+](=O)[O-])ccc21` gave CBFb RUNX1 block 1%, Tau fluor counter 4%, GLA spleen mod -12%, NPSR antagonist 16%, Epigenetic reg 0.0%, Tau FP inhib -6%, TRb-SRC2 inh 5% and TexasRed fluor -3%.
`CC(=O)Nc1ccc(NC(=O)COC(=O)CCc2nc3ccccc3s2)cc1` gave CBFb RUNX1 block 1%, Tau fluor counter -8%, GLA spleen mod -11%, NPSR antagonist -8%, Epigenetic reg -1.8%, Tau FP inhib 5%, TRb-SRC2 inh 4% and TexasRed fluor 0%.

Among those listed so far, 3 have an aryl thioether with sulfur outside any ring:
For O=C(NCCSc1c(-c2ccccc2)[nH]c2ccccc12)c1cc2ccccc2oc1=O the results were CBFb RUNX1 block -12%[2.36 µM], Tau fluor counter 7.1µM*[quencher], GLA spleen mod -12%, NPSR antagonist -23%, Epigenetic reg -0.3%, Tau FP inhib -12%, TRb-SRC2 inh 4% and TexasRed fluor -2%.
Screening COCCNC(=O)CSc1nc2cc3c(cc2c(=O)n1CCCC(=O)NCc1ccc(OC)cc1)OCO3 returned CBFb RUNX1 block 8%, Tau fluor counter -11%&-5%, GLA spleen mod 5%, NPSR antagonist 28%, Epigenetic reg 2.8%&-1.3%, Tau FP inhib 1%&-9%, TRb-SRC2 inh 6%&-2% and TexasRed fluor -2%&-3%.
Screening C=CCn1c(SCC(=O)c2c(N)n(CCC)c(=O)n(C)c2=O)nnc1-c1ccncc1 returned CBFb RUNX1 block -12%, Tau fluor counter -5%, GLA spleen mod -3%, NPSR antagonist 11%, Epigenetic reg -1.4%, Tau FP inhib -2%, TRb-SRC2 inh 0% and TexasRed fluor 0%.

Screens as filed in PubChem BioAssay.
